PG9 Ab binder – binds the HIV-1 gp120 antibody PG9 | TR-FRET gp120-PG9 antibody binding | inhibition, % at 6.7 µM | 360,000 tested, 0.43% active | AID 624416; in the data active means inhibition above about 8.5%
HTRA1 inhibitor – inhibitors of human serine peptidase HTRA1 | Q92743 | recombinant HTRA1, FP-rhodamine activity-based probe, fluorescence polarization | inhibition, % at 5.96 µM | 340,000 tested, 0.5% active | AID 504803; in the data active means inhibition above about 36%;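 further: 0% = enzyme with DMSO and 100% = wells lacking enzyme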
MBD2 DNA inh – inhibitors of human MBD2 binding to methylated oligonucleotide. 370,000 tested, 0.31% active. TR-FRET. inhibition, % at 4.4 µM. AID 686964. Q9UBB5; in the data active means inhibition above about 13%
Target sequence (Q9UBB5 whole entry, looked up): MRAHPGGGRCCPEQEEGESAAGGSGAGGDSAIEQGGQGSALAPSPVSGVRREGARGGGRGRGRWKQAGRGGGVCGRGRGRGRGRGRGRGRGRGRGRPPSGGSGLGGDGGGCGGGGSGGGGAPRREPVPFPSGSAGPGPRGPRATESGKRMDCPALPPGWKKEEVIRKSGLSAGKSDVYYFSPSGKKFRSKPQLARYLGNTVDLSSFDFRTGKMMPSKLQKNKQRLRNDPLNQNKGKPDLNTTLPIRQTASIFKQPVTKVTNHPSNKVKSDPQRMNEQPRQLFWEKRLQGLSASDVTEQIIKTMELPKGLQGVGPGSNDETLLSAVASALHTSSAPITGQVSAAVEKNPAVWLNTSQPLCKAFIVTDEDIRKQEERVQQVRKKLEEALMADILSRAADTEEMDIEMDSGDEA
ABHD4 inh – inhibitors of mouse ABHD4; 370,000 tested, 0.54% active; purified mABHD4, FP-Rh probe fluorescence polarization; AID 720543; Q8VD66; inhibition, % at 8.92 µM;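 active means inhibition exceeding the mean over every tested compound plus 3 SD, cut at about 30% in these data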;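 further: 0% = plate median of compound wells and 100% = S159A mutant with DMSO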
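system = mouse ABHD4 enzyme, wild type | medium = HEPES pH 7.0, NaCl, Pluronic buffer | also added = FP-Rh probe | incubation = Enzyme–compound pre-incubation 45 min, then probe 60 min, both 25 °C | technique = fluorescence polarization, excitation 525 nm, emission 598 nm, BODIPY TMR filters | controls = S159A mutant high control, sample median low control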
PRMT1 FP inh – PRMT1 (human) inhibition, primary screen; 370,000 tested, 1.3% active; inhibition, % at 2.79 µM; Q99873; recombinant PRMT1, activity-based probe fluorescence polarization; AID 652257;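 active means inhibition above about 21% made by adding two undisclosed values, limit read from the data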
Target sequence (Q99873 whole entry, looked up): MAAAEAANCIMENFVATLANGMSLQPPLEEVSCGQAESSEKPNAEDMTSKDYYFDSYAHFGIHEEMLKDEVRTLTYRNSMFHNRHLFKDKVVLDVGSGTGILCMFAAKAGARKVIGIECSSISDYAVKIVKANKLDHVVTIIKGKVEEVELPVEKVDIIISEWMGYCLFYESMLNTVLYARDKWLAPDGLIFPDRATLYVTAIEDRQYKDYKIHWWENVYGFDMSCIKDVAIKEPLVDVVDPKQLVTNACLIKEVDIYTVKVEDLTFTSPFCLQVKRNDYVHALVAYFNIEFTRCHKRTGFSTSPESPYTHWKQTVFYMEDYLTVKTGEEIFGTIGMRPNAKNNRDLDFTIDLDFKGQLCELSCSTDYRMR
Rev-erbA mod – modulates human Rev-erb alpha binding to DNA; P20393; Rev-erbα–FITC-DNA binding, fluorescence polarization, 90 min; activity, % at 10 µM; 370,000 tested, 0.79% active;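 active means activity above about 14%, limit read from the data; passing the limit was not always enough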;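 further: 0% = DMSO wells with 35 nM protein and 100% = DMSO wells with 750 nM protein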
UHRF1 MBD2 ctr – UHRF1 methyl-DNA binding inhibition | UHRF1 binding to methylated oligo, TR-FRET | 370,000 tested, 0.75% active | AID 687016 | inhibition, % at 4.4 µM; in the data active means inhibition above about 21%;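 further: UHRF1 SRA domain binding a hemimethylated CpG hairpin DNA probe; 0% = median of test compound wells and 100% = reference inhibitor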
LEDGF integ inh – blocks HIV-1 LEDGF/p75-dependent DNA integration; 370,000 tested, 0.64% active; TR-FRET IN-LEDGF/p75 DNA integration, Eu/Cy5; inhibition, % at 3.7 µM; AID 743269;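 active means inhibition above the screen-wide mean plus 3 SD, cut at about 13% in these data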;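 further: signal is the Cy5 over europium emission ratio at 671 and 618 nm; 0% = plate median of compound wells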
rCAG binder – r(CAG) repeat RNA binding | TO-PRO-1 dye displacement fluorescence | inhibition, % at 3 µM | 370,000 tested, 1.3% active | AID 651821;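 active means inhibition above the plate cutoff, the mean of all test compounds on that plate plus 3 SD, cut at about 35% in these data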;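 further: 0% = DMSO alone and 100% = 100 µM mitoxantrone as full dye displacement; higher means more dye released from RNA so lower well fluorescence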
TCR-CD3 inh – blocks the human TCR-CD3 interaction; AID 651800; 360,000 tested, 0.37% active; inhibition, % at 9.4 µM; TAMRA-labeled TCR probe fluorescence, biochemical; in the data active means inhibition above about 19%;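 further: recombinant mutant TCR 2C K166C tagged with TAMRA read by polarization; 0% = receptor in buffer alone and 100% = receptor with positive control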
Starred values were filed as active, the others as inactive; nt = not tested or not shown. The list is partial; the hit share may differ from the screen's.

SMILES	PG9 Ab binder	HTRA1 inhibitor	MBD2 DNA inh	ABHD4 inh	PRMT1 FP inh	Rev-erbA mod	UHRF1 MBD2 ctr	LEDGF integ inh	rCAG binder	TCR-CD3 inh
Cc1cc(C)nc(SC(C)CNS(=O)(=O)c2ccccc2)n1 (stereo not given)	0.1	3.7	-3.1	-4.3	0.2	0.1	-3.9	0.1	-0.7	3.4
COc1ccccc1-c1cn[nH]c(=S)n1	-2.7	-2.5	-1.4	4.6	21.0	-0.5	-1.3	-1.0	2.2	5.7
Cc1ccc(C(NC(=O)N2CCOCC2)=C(Cl)Cl)cc1F	-0.6	-0.4	-2.3	-2.8	-3.7	3.0	-1.9	1.5	1.0	-0.2
O=C(NCC(c1cccnc1)N1CCN(c2ccccc2)CC1)c1ccc2c(c1)OCO2 (stereo not given)	1.5	3.2	-1.1	0.9	-6.5	3.2	-2.2	-0.3	2.2	-3.5
OCC[C@@H]1C[C@H](O)[C@@H](O)[C@@]2(OCCc3cc(C(F)(F)F)ccc32)O1	-0.6	nt	2.0	-2.9	-1.2	-4.1	-2.0	-0.3	1.3	3.5
O=S(=O)(c1ccc(N2CCN(S(=O)(=O)c3ccc4c(c3)OCCO4)CC2)nc1)N1CCCC1	-0.4	-3.0	2.2	-0.5	0.9	-4.3	0.4	2.0	7.9	-0.9
Cc1ccccc1Nc1nc(CSc2nnc(-c3ccoc3C)n2C)cs1	-0.4	7.3	4.5	0.2	4.7	2.1	-2.0	1.4	9.2	5.6
COc1ccc(C(=O)OCC(=O)NCC2CCCCC2)cc1F	0.9	2.2	0.4	-5.2	5.7	3.4	5.5	-7.8	-6.8	-5.3
Nc1ccc(O)c([N+](=O)[O-])c1	-8.5	5.1	-15.8	27.6	8.0	1.8	-6.7	9.1	8.1	11.6
COc1ccc(-c2nnc(N3CCC(C)CC3)c3ccccc23)cc1	-0.2	-8.6	1.5	-4.8	-4.1	-0.9	0.1	-3.0	0.8	0.5
Cc1ccc(C(=O)N/N=C\c2cc(Br)c(Br)o2)cn1	4.3	nt	-1.9	4.1	3.0	-0.1	-3.0	-1.9	1.8	-4.9
CN(C)CCN(C(=O)C1=COCCO1)c1nc2ccc(F)cc2s1	-1.9	0.3	-1.2	4.5	-1.6	1.3	-1.3	-0.4	-2.3	0.1
O=C1[C@@H]2Cc3c([nH]c4ccccc34)C(c3ccccc3)N2C(=O)CN1C1CCN(Cc2ccccc2)CC1 (stereo not given in full)	-1.6	-39.5	-1.1	-5.0	0.7	-3.9	0.9	2.1	9.7	1.8
COC(=O)CCN(C(=O)c1ccc(OC(C)=O)cc1)c1ccccn1	-0.4	1.9	5.4	13.3	-0.9	-0.1	1.7	2.2	-4.0	-4.0
CCCN(C(=O)CCc1cn(CCC)c2ccccc12)c1ccc(Oc2cccnc2)cc1	-3.3	nt	0.6	3.5	-7.7	3.5	-3.3	2.9	-0.8	-0.2
COc1ccc(C(=O)NCCNC(=O)c2ccc(C)nc2)cc1	-0.9	4.9	3.0	-3.3	-1.8	-8.8	-0.5	-0.9	-2.2	8.4
CC(=O)C[C@@H](O)CC(=O)[C@@H]1OC(=O)CCCCCCc2ccccc21	-2.2	1.4	1.0	-3.3	0.7	1.1	-1.7	-3.2	-5.7	3.5
CN1CCC(N(C)C(=O)COc2ccccc2-c2ccccc2)CC1	0.4	0.8	-4.7	5.8	-3.2	0.2	-2.4	1.8	-3.4	-0.6
COc1cc([N+](=O)[O-])ccc1NC(=O)N1CCCCCC1	-2.4	-1.8	-0.3	8.8	0.1	8.7	-4.0	1.3	-1.3	3.4
Cc1cc(C)c(NC(=O)C2CCN(c3cnccn3)CC2)c(C)c1	0.5	-1.4	-1.4	-1.2	0.4	1.2	1.8	-0.7	0.1	-4.1
COc1cc2nc(CSc3ncn[nH]3)[nH]c(=O)c2cc1OC	-1.4	3.1	2.5	4.1	0.4	2.5	2.3	0.2	-0.3	3.0
NC(=O)c1ccc(-n2nnnc2Oc2ccccc2)cc1	-0.2	-0.1	1.2	2.4	1.5	-0.5	1.2	-5.6	0.6	4.8
CC(=O)c1ccc(NC(=O)CSc2nc(N)c3cc4c(nc3n2)CCCC4)cc1	22.3*	-24.4	1.5	-17.6	-2.9	-2.4	2.4	-2.0	10.3	0.8
C[C@@H](C(=O)NCc1c(F)cccc1Cl)N1C(=O)N2CCc3c([nH]c4ccccc34)[C@@]2(C)C1=O	0.2	-9.1	2.6	-3.8	-0.2	-1.1	-3.5	-1.3	-1.9	-0.2
COCC(=O)N(C)[C@H]1C[C@H]2c3cc(Oc4ccccc4C)ccc3CCN2C(=O)[C@H]1[C@H](C)O	-1.0	6.3	3.8	-3.9	1.9	0.4	-1.3	3.5	2.0	-4.8

Remaining list, next part:
SMILES	PG9 Ab binder	HTRA1 inhibitor	MBD2 DNA inh	ABHD4 inh	PRMT1 FP inh	Rev-erbA mod	UHRF1 MBD2 ctr	LEDGF integ inh	rCAG binder	TCR-CD3 inh
O=C(O)CCC(=O)Nc1ccccc1Oc1ccccc1	-0.5	4.1	5.5	3.1	2.8	4.0	3.8	-2.2	-0.7	-5.5
COC(=O)c1ccccc1C(=O)N1CCOCCOCCOCC1	-1.7	2.7	3.7	3.0	-2.6	-3.9	2.4	-1.3	-3.9	0.0
COc1cc(CNc2nc(C)c([N+](=O)[O-])c(C)c2C#N)cc(OC)c1	0.6	-13.0	1.8	-12.0	0.1	3.3	4.9	1.7	4.2	-12.2
Cc1ccc(NC(=O)/C(=C\c2ccc3c(c2)OCO3)NC(=O)c2ccco2)cc1	-0.3	-5.1	-1.4	-3.1	0.2	0.1	0.3	-2.2	-0.5	1.8
Cc1ccc2c(c1)N(CC(=O)NCCCN1CCOCC1)C(=O)c1cccnc1O2	-1.0	-7.6	2.1	-3.5	-4.8	-8.8	2.0	0.1	5.2	-1.1
OC(COc1ccc(Br)cc1)CN1CCN(c2ccccc2)CC1 (stereo not given)	0.6	5.3	-2.9	-3.5	-1.1	11.0	0.5	-4.8	-7.4	4.6
COc1ccc(-c2noc(CSc3nc4sc(C)c(C)c4c(=O)n3-c3ccccc3)n2)cc1	-1.5	12.9	-6.4	1.0	-5.0	-2.6	-3.0	1.1	-1.1	1.1
Cn1c(=O)c2c(nc(Oc3cccc(O)c3)n2C)n(C)c1=O	-1.1	8.6	1.4	-2.8	-5.6	7.0	-3.3	6.1	1.8	5.2
O=C(C1CC1)N1N=C(C2CCCCC2)CC1(O)C(F)(F)F (stereo not given)	-2.5	-8.6	8.0	-11.2	4.5	-2.4	6.9	-1.1	-3.2	-3.5
COc1ccc(C(=O)Nc2ccccc2C(=O)N/N=C/c2ccccc2OC)cc1	3.4	-33.8	8.0	-32.5	1.5	3.3	4.8	2.5	10.5	-7.2
Cc1cc(NC(=O)C(C)SCC(=O)Nc2nc3c(F)cc(F)cc3s2)no1 (stereo not given)	-0.5	-8.9	1.8	-1.0	-0.8	-5.4	1.5	2.9	13.8	0.1
CCN(CC)C(=O)[C@H]1C[C@H](CC(=O)NCCCN(C)C)C(=O)N2CCc3c([nH]c4cc(CCC(=O)N(C)C)ccc34)[C@]12C	-0.1	9.2	1.8	-2.7	4.5	0.3	6.9	-5.9	0.5	-1.9
COc1ccc(C(CNC(=O)c2ccc(-c3nc4ccccc4s3)o2)N2CCCC2)cc1 (stereo not given)	-2.9	-42.9	-8.8	-9.4	-6.5	-1.0	-6.2	2.2	1.4	-6.5
COc1ccc(CCn2c(C)cc3c(c2=O)C(c2ccc4c(c2)OCO4)C(C#N)=C(N)O3)cc1OC (stereo not given)	-1.2	-6.7	-2.6	-3.3	-0.9	3.2	-1.1	-1.4	2.5	9.4
COCCCNC(=O)c1ccc(Cn2c(=O)c3ccccc3n(Cc3ccccc3C)c2=O)cc1	-1.1	1.1	2.0	6.2	-0.6	-0.7	-1.3	2.1	-4.6	4.0
Cc1c(NC(=O)C2CCCN2S(=O)(=O)c2ccccc2)c(=O)n(-c2ccccc2)n1C (stereo not given)	-2.6	7.0	-5.0	-7.7	-1.4	0.7	2.7	2.9	-2.3	-5.1
Fc1ccccc1/C=N/NC(=S)Nc1ccc(Cl)cc1Cl	-1.9	4.1	-1.3	7.3	-0.8	2.5	-0.7	2.5	4.5	3.9
COc1cc(C2C3C(=O)N(c4ccc(F)cc4)C(=O)C3ON2c2ccccc2)ccc1O (stereo not given)	-1.2	0.3	0.1	3.7	-0.3	0.5	10.1	-1.6	-2.0	3.9
CC(C)c1ccccc1OCC(=O)N1CCCCCCC1	-0.3	-2.1	1.9	-2.9	-1.4	0.9	-1.6	1.0	-10.3	0.4
O=C1CN(C(=O)CNC(=O)c2ccccc2Cl)c2ccccc2N1	-2.0	-3.0	5.8	1.8	-1.0	-1.1	-1.0	-0.6	-4.2	4.1
OC(c1ccccc1)c1ncc(-c2ccc(Oc3ccccc3)cc2)[nH]1 (stereo not given)	0.4	nt	-1.6	-3.4	-1.5	4.2	10.9	-1.2	4.5	-4.6
O=C(CN1C(=O)C2C3C=CC(C3)C2C1=O)NCCc1ccccc1Cl (stereo not given)	1.6	-1.5	2.5	5.4	-0.5	-5.9	1.0	3.8	-2.1	16.4

2 entries from above, with two lines to a compound.
Values run as follows: PG9 Ab binder, HTRA1 inhibitor, MBD2 DNA inh, ABHD4 inh, PRMT1 FP inh, Rev-erbA mod, UHRF1 MBD2 ctr, LEDGF integ inh, rCAG binder, TCR-CD3 inh
O=C1CN(C(=O)CNC(=O)c2ccccc2Cl)c2ccccc2N1
→ -2.0, -3.0, 5.8, 1.8, -1.0, -1.1, -1.0, -0.6, -4.2, 4.1
OC(c1ccccc1)c1ncc(-c2ccc(Oc3ccccc3)cc2)[nH]1 (stereo not given)
→ 0.4, nt, -1.6, -3.4, -1.5, 4.2, 10.9, -1.2, 4.5, -4.6

Ordered by molecular weight (smallest number first): some entries from above
SMILES	PG9 Ab binder	HTRA1 inhibitor	MBD2 DNA inh	ABHD4 inh	PRMT1 FP inh	Rev-erbA mod	UHRF1 MBD2 ctr	LEDGF integ inh	rCAG binder	TCR-CD3 inh
COc1cc([N+](=O)[O-])ccc1NC(=O)N1CCCCCC1	-2.4	-1.8	-0.3	8.8	0.1	8.7	-4.0	1.3	-1.3	3.4
COc1ccc(C(=O)NCCNC(=O)c2ccc(C)nc2)cc1	-0.9	4.9	3.0	-3.3	-1.8	-8.8	-0.5	-0.9	-2.2	8.4
COC(=O)c1ccccc1C(=O)N1CCOCCOCCOCC1	-1.7	2.7	3.7	3.0	-2.6	-3.9	2.4	-1.3	-3.9	0.0
Cc1ccc2c(c1)N(CC(=O)NCCCN1CCOCC1)C(=O)c1cccnc1O2	-1.0	-7.6	2.1	-3.5	-4.8	-8.8	2.0	0.1	5.2	-1.1
Cc1cc(NC(=O)C(C)SCC(=O)Nc2nc3c(F)cc(F)cc3s2)no1 (stereo not given)	-0.5	-8.9	1.8	-1.0	-0.8	-5.4	1.5	2.9	13.8	0.1
